Yfh1-depleted yeast: enhancers of respiration in Yfh1-depleted yeast, dose response, Friedreich's ataxia, plus single-dose screen (AID 1465) | S. cerevisiae Yfh1-off respiration, WST-1 reduction, 72 h; higher fold induction means a stronger effect | 0.074% of 220,000 active | fold induction at 50 µM, or EC50 in µM where a hit was titrated;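 active = fold induction of absorbance versus untreated yeast above a set limit, then at least 30% activation at any dose in follow-up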;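 also: activators that raise dye reduction in frataxin-depleted yeast; strong numbers were not always called active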
NTR1 agonist: agonists of NTR1, primary screen, imaging, U2OS cells, beta-arrestin-GFP, high content (AID 493036) | activation, % at 20 µM | NTR1-U2OS beta-arrestin-GFP spot imaging, agonist mode | 0.17% of 330,000 active;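 active = activation at or above 40% of the spot to cytoplasm intensity ratio, with at least 20 cells analyzed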;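 also: 0% = DMSO without peptide and 100% = 100 nM NTR1 peptide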
Target sequence (P30989 whole entry, looked up): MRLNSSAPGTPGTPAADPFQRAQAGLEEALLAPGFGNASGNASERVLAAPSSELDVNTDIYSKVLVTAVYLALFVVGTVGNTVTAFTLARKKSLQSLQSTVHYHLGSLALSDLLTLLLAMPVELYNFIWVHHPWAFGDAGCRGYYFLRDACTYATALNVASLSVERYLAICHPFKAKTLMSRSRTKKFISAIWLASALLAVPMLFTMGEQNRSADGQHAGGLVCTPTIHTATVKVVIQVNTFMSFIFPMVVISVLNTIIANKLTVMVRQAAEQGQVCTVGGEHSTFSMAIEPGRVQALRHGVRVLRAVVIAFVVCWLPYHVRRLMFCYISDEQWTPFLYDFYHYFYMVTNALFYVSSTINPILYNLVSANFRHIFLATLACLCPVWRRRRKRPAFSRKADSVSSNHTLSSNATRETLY
TNAP activators: human TNAP enzyme activators, primary screen, biochemical, luminescent, no phosphate acceptor, uHTS (AID 1001). 0.03% of 200,000 active. one-dose activation fold at 20 µM; EC50 in µM for titrated hits. purified TNAP, luminescent activation assay, no phosphate acceptor; higher activation fold means a stronger effect; in the data active = activation fold from about 3, or a potency from the dose series; inactive = the rest, 99 in 100 with activation fold below about 1.6; also: many of its hits are not listed in these tables
CSM14.1 death rescue: rescue of cells from ER stress-induced death, primary screen, 384-well, CSM14.1, thapsigargin, ATP luminescence (AID 1222) | CSM14.1 thapsigargin-induced death rescue, ATP luminescence; higher % means a stronger effect | one-dose cellular ATP content (survival), % at 20 µM; EC50 in µM for titrated hits | 190,000 tested, under 10 active;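 active = EC50 below 50 µM in the dose-response confirmation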;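 also: death triggered by thapsigargin at about 15 µM added after 2 h compound pretreatment; cell ATP read after overnight thapsigargin exposure of roughly 18 to 22 hours; normalized against plate controls of thapsigargin alone and 5% DMSO vehicle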
NOD1 inhibition: NOD1 signaling inhibitors, primary screen, cell-based, luminescence, uHTS (AID 1578); NOD1-driven NF-kB luciferase reporter cells, luminescence; higher % means a stronger effect; one-dose inhibition, % at 4 µM; EC50 in µM for titrated hits; 1% of 290,000 active; in the data active = inhibition mostly above about 36%, no sharp cut-off; inactive = mostly below about 34%;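 also: HEK-293T reporter cells stimulated with the NOD1 agonist gamma-tri-DAP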
NOD2 inhibition: NOD2 signaling inhibitors, cell-based, luminescence, uHTS, HEK293 (AID 1566) | 0.63% of 290,000 active | HEK293 NOD2/NF-kB luciferase reporter, luminescence; higher % means a stronger effect | inhibition, % at 4 µM, or EC50 in µM where a hit was titrated; also: many of its hits are not listed in these tables
KOR beta-arrestin-1: KOR agonists, beta-arrestin recruitment, primary screen, cell-based, luminescence, uHTS (AID 1777); Kappa-type opioid receptor (Homo sapiens); KOR beta-arrestin recruitment, luminescence; higher % means a stronger effect; activation, % at 10 µM; hits with a dose series show EC50 in µM; 0.02% of 280,000 active; in the data active = activation above about 50%, passing the limit was not always enough; also: a part of the inactive calls stands beside numbers as strong as those of hits
KOR beta-arrestin-2: KOR antagonists, beta-arrestin recruitment, cell-based, luminescence, uHTS (AID 1778) | inhibition, % at 10 µM, or IC50 in µM where a hit was titrated | 0.091% of 290,000 active | Kappa-type opioid receptor (Homo sapiens) | KOR beta-arrestin recruitment, luminescence, antagonist mode; higher % means a stronger effect; also: strong numbers were not always called active
GPR55 beta-arrestin: GPR55 agonists via beta-arrestin recruitment, primary screen, imaging, U2OS cells, beta-arrestin-GFP redistribution (AID 1961) | U2OS GPR55 beta-arrestin-GFP redistribution imaging; higher % means a stronger effect | activation, % at 10 µM, or EC50 in µM where a hit was titrated | 0.048% of 290,000 active;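 active = activation above 40% with more than 50 cells counted in the well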;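 also: U2OS osteosarcoma cells stably expressing GPR55 and beta-arrestin-GFP; plate controls were DMSO negative control for no effect and LPI positive control for full effect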
NTR1 agonist cell count 20 µM: further read-out of NTR1 agonist, marked with its call; cell count; measured here: cell count, cytotoxicity flag
* hit, by the source's call; i = inactive; · = not tested or not shown; [ ] = remark or other dose. Rule as the data show it, unless noted: active = inhibition above about 50%; inactive = the rest.

| molecule | Yfh1-depleted yeast | NTR1 agonist | NTR1 agonist cell count 20 µM | TNAP activators | CSM14.1 death rescue | NOD1 inhibition | NOD2 inhibition | KOR beta-arrestin-1 | KOR beta-arrestin-2 | GPR55 beta-arrestin |
| --- | --- | --- | --- | --- | --- | --- | --- | --- | --- | --- |
| O=c1c(Cc2ccc(Cl)cc2)c(O)ccn1Cc1cccs1 | i | 0.5 | 43 | 1.1 | 0.6% | -3% | 22% | -2.2% | -18%[20 µM] | 0.2% |
| O=C(c1cn2ccccc2n1)N1CCc2c([nH]c3ccccc23)C1c1ccccn1 (stereo not drawn) | i | 0.9 | 71 | 1.1 | -0.2% | 40% | 0% | 4.3% | -2% | 0.0% |
| Cc1cc(-c2nn(-c3ccccc3F)cc2CN(C)CC(O)CO)c(C)s1 (stereo not drawn) | i | 2.3 | 69 | 1.1 | 0.1% | 18% | 9% | -6.7% | 0% | 0.4% |
| CN(Cc1cnn(C)c1)C(=O)c1ccc(OC2CCN(CCc3ccccc3)CC2)cc1 | i | -1.0 | 86 | 1.1 | 1.6% | -34% | -7% | · | -42%[20 µM] | 0.3% |
| CN(Cc1ccccc1F)C(=O)c1ccc(Oc2ccccc2)cc1 | · | 8.5 | 72 | · | · | 2% | 4% | -0.5% | -6% | 0.6% |
| O=C(Nc1ccc(N2CCOCC2)cc1)c1ccc2c(c1)OCO2 | i | -1.3 | 33 | 1.1 | -0.8% | -41% | -29% | -4.0% | -33% | -0.1% |
| O=C(NNC1=C(C(=O)C(F)(F)F)CCC1)c1cccc(O)c1 | i | 0.3 | 61 | 1.1 | -1.8% | -26% | 9% | 7.0% | 14% | 0.9% |
| CCCc1nnc(NC(=O)C2CCN(C(=O)c3ccco3)CC2)s1 | · | -1.7 | 41 | · | · | -15% | -1% | 5.4% | -10% | -0.2% |
| O=C(Nc1cccnc1)c1ccccc1Oc1ccccc1 | · | -0.4 | 65 | 1.1 | -0.8% | -6% | 14% | -2.7% | -16% | 0.6% |
| CN(C)c1ccc(C=NCC2COc3ccccc3O2)cc1 (stereo not drawn) | i | 0.8 | 55 | 1.1 | -1.4% | -17% | 17% | -1.5% | -12%[20 µM] | -0.1% |
| O=C(Cc1coc2ccc3ccccc3c12)NCc1ccccc1 | i | 0.9 | 53 | 1.1 | -1.1% | -13% | -11% | -4.8% | -3% | -0.1% |
| CC(C)CCSc1nc(N)c(C#N)cc1C#N | i | 2.9 | 58 | 1.1 | -4.3% | 52% | -17% | -3.5% | -35% | -0.5% |
| O=C(COC(=O)c1cnc(Cl)c(Cl)c1)NCc1cccs1 | i | 3.9 | 36 | 1.1 | -0.9% | -36% | 12% | -2.7% | 4% | -0.3% |
| O=C(COC(=O)c1ccco1)Nc1nc2ccccc2s1 | i | -0.4 | 83 | 1.1 | 0.1% | 0% | 6% | 3.8% | -7% | -0.1% |
| O=C(Nc1cc(C(F)(F)F)ccc1N1CCOCC1)c1ccccc1F | · | 2.5 | 37 | 1 | 0.9% | 20% | 1% | 0.6% | 18% | -0.1% |

The final 5 records of the section before open the next one:
| molecule | Yfh1-depleted yeast | NTR1 agonist | NTR1 agonist cell count 20 µM | TNAP activators | CSM14.1 death rescue | NOD1 inhibition | NOD2 inhibition | KOR beta-arrestin-1 | KOR beta-arrestin-2 | GPR55 beta-arrestin |
| --- | --- | --- | --- | --- | --- | --- | --- | --- | --- | --- |
| O=C(Cc1coc2ccc3ccccc3c12)NCc1ccccc1 | i | 0.9 | 53 | 1.1 | -1.1% | -13% | -11% | -4.8% | -3% | -0.1% |
| CC(C)CCSc1nc(N)c(C#N)cc1C#N | i | 2.9 | 58 | 1.1 | -4.3% | 52% | -17% | -3.5% | -35% | -0.5% |
| O=C(COC(=O)c1cnc(Cl)c(Cl)c1)NCc1cccs1 | i | 3.9 | 36 | 1.1 | -0.9% | -36% | 12% | -2.7% | 4% | -0.3% |
| O=C(COC(=O)c1ccco1)Nc1nc2ccccc2s1 | i | -0.4 | 83 | 1.1 | 0.1% | 0% | 6% | 3.8% | -7% | -0.1% |
| O=C(Nc1cc(C(F)(F)F)ccc1N1CCOCC1)c1ccccc1F | · | 2.5 | 37 | 1 | 0.9% | 20% | 1% | 0.6% | 18% | -0.1% |
| CC(C)OCCCN(C)C1CCN(S(=O)(=O)c2ccc(-c3ccc(=O)[nH]n3)s2)CC1 | · | -0.4 | 40 | · | · | 32% | -5% | -1.2% | -35% | -0.2% |
| COc1ccc(-c2nc(CN(C)C(C)c3ccon3)c(C)o2)c(C)c1C (stereo not drawn) | i | 1.5 | 89 | 1.1 | 1.0% | -15% | 13% | -1.9% | -11% | 0.7% |
| COCCNC(=S)N/N=C(\C)c1ccccc1O | i | · | · | · | -2.2% | -39% | -24% | -1.8% | -1% | 0.4% |
| CCOC(=O)N1CCN(C(=O)c2cc(-c3ccc(OCC)cc3)nc3ccccc23)CC1 | i | 5.4 | 74 | 1.2 | -4.9% | -77% | -125% | -0.7% | -26% | 0.0% |
| O=C(CCC(NC(=O)OCc1ccccc1)C(=O)OCC(=O)N1CCCCC1)OCC(=O)N1CCCCC1 (stereo not drawn) | i | 4.5 | 90 | 1.1 | 0.0% | -22% | 2% | 1.7% | -10% | 0.0% |
| CCOc1ccc(OCCOCCNCCOC)cc1 | i | 3.0 | 41 | 1.1 | 2.5% | -28% | 12% | 1.6% | -16% | 0.2% |
| Cc1ccc(S(=O)(=O)NNC(=O)CC#N)cc1 | i | -0.2 | 55 | · | · | -12% | -8% | -3.2% | 1% | 0.0% |
| NNC(=O)c1nc(-c2ccccc2)n2c1CCCCC2 | i | 1.0 | 46 | 1.1 | -0.8% | -16% | 22% | -5.5% | 5% | -0.2% |
| CCOC(=O)C1=C(c2ccccc2)Nc2c(c(=O)n(C)c(=O)n2C)C1c1ccc(O)c(OC)c1 (stereo not drawn) | i | 1.1 | 85 | 1.1 | 1.3% | 3% | 10% | 0.6% | 2% | 0.6% |
| Cc1ccc([N+](=O)[O-])cc1NC(=S)NCCc1ccccc1 | · | 1.0 | 56 | · | · | -11% | 8% | -0.7% | 3% | -0.2% |
| COc1ccc(CNC(=O)C(c2ccco2)N(C(=O)Cc2cccs2)c2cccnc2)cc1 (stereo not drawn) | i | -1.4 | 32 | 1 | -1.1% | -15% | -6% | · | 22%[20 µM] | -0.1% |
| CCc1ccc(NC(=O)CSc2n[nH]c(C)c2[N+](=O)[O-])cc1 | i | 3.6 | 73 | 1 | -1.6% | -19% | -55% | 4.0% | -6% | -0.3% |
| CCOc1cc(/C=N/NC(=O)CN2CCOCC2)ccc1OCc1ccccc1 | i | -0.2 | 40 | 1.2 | 1.8% | 0% | 5% | 5.5% | -13% | -0.4% |
| Cc1ccc(SC(=O)COc2ccccc2C)cc1 | i | 3.1 | 93 | 1.2 | -1.0% | -18% | 2% | 10% | 22% | -0.2% |
| Cc1cccc(N2CCN(S(=O)(=O)c3cc4c(cc3Cl)NC(=O)CO4)CC2)c1C | · | 3.9 | 43 | · | · | -16% | 11% | 5.4% | -83%[20 µM] | -0.1% |
| Cn1cc(S(=O)(=O)N2CCN(C(=O)c3ccco3)CC2)c(=O)n(C)c1=O | i | -1.6 | 57 | 1.2 | -1.0% | -2% | -6% | 12% | -32% | -0.2% |
| C=CCN(CC=C)S(=O)(=O)c1ccc(NC(=S)NC(=O)C2CC2)cc1 | · | 6.1 | 62 | · | · | -14% | 12% | 1.2% | 3% | 0.0% |
| COc1cc(NC(=O)c2ccccc2)c(C)cc1NC(=O)CC(CC(=O)O)c1ccccc1 (stereo not drawn) | · | 14 | 49 | · | · | -7% | -10% | -4.6% | -11% | -0.1% |
| COc1ccc(C(=O)N2CCCCC2)cc1S(=O)(=O)Nc1ccccc1 | i | 0.8 | 46 | 1 | 1.7% | 8% | -5% | 2.9% | -6% | -0.3% |
| O=C(Nc1ccc2c(c1)OCCO2)C(=O)NC1CC1 | · | -0.3 | 51 | · | · | -51% | -46% | 0.8% | -4% | -0.2% |
| O=C(O)CCC(=O)N1N=C(c2ccc(Br)cc2)CC1c1cccs1 (stereo not drawn) | i | 1.0 | 52 | 1.1 | 1.0% | -30% | -8% | -3.8% | -9%[20 µM] | 0.2% |
| CCOC(=O)c1sc2c(c1C)c(=O)n(CCO)c(=O)n2Cc1ccccc1 | · | 1.5 | 41 | · | · | -11% | 4% | 4.8% | -20% | 0.5% |
| CCCCCCC(=O)N1CCCC(c2nc(-c3cccc(OC)c3)no2)C1 (stereo not drawn) | i | 8.7 | 64 | · | · | -5% | 2% | -1.7% | 29% | 0.0% |
| CCCN1CCN(C2CCCCC2NS(=O)(=O)c2ccccc2)CC1 (stereo not drawn) | · | 0.4 | 63 | · | · | -24% | -33% | -4.1% | 13% | 0.9% |
| CSc1ccc(Cl)c(C(=O)OCC(=O)N2CC(C)OC(C)C2)c1 (stereo not drawn) | i | 0.8 | 46 | 1.1 | 5.9% | -35% | 5% | 1.5% | -36% | -0.2% |
| O=S(=O)(Nc1nc2ccccc2nc1Cl)c1cccc(C(F)(F)F)c1 | · | 0.6 | 42 | · | · | 12% | 15% | -2.4% | -51% | 0.2% |
| Cc1nc(Nc2ccccc2)sc1-c1ccccc1 | i | 12 | 57 | 1.1 | -3.5% | -17% | -161% | 0.6% | -56% | -0.2% |
| CSc1nc2[nH]c3c(c2c2ncnn12)CCCC3 | i | 0.9 | 46 | 1.1 | · | -14% | 3% | -2.2% | 34% | 0.1% |
| Cc1ccc(S(=O)(=O)N[C@@H](CC(C)C)C(=O)N2CCC(C(=O)N[C@H](C(=O)O)C(C)C)CC2)cc1 | · | -2.6 | 83 | · | · | -17% | 5% | 1.3% | -26%[20 µM] | -0.1% |
| CC(=O)Nc1cn(C(C)=O)c(C)n1 | i | 1.1 | 65 | 1 | -2.7% | -5% | 0% | -2.4% | -4% | -0.4% |
| CCOc1cc(C2C3=C(CCCC3=O)Nc3ccc4ncccc4c32)ccc1O (stereo not drawn) | i | 0.9 | 44 | 1 | 0.6% | -22% | -3% | 0.3% | -23% | 0.1% |
| CCc1nc(NC2CCCCC2)c(C#N)c2c1COC(C)(C)C2 | i | 5.5 | 66 | 1.1 | -3.1% | -5% | -7% | -3.9% | -1% | -0.2% |
| Cc1c(C(=O)N2CCCC2)oc2c1-c1nn(CC(=O)NCCCN3CCCCC3)cc1CC2 | · | -1.2 | 49 | · | · | 20% | 17% | 2.4% | -9% | -0.2% |
| CCN1CCN(CC(=O)Nc2ccc(OC(F)(F)F)cc2)CC1 | · | -0.1 | 83 | · | · | -2% | -3% | -3.9% | 19% | -0.1% |
| CC(C)C(Nc1ccc(S(=O)(=O)N2CCOCC2)cc1[N+](=O)[O-])C(=O)O (stereo not drawn) | i | 1.9 | 53 | 1 | 0.2% | -20% | 14% | -1.3% | -14% | -0.4% |

Screens: PubChem, several laboratories

This is a subset. The share of hits here may be higher or lower than overall.
